High-throughput results: PubChem, several laboratories
HSF1 inh: HSF1 inhibitors in luciferase reporter cells, primary screen, cell-based, NIH3T3, luminescence. NIH3T3-HGL HSE-luciferase, MG132-induced, luminescence 8 h; stronger effect = lower value. AID 2098, 2009. 300,000 compounds, 0.77% hits. activity change, negative = inhibition, % at 7.5 µM (by protocol);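 active = more than half of replicate wells show activity change below -50%, luminescence cut by over half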;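 note: luciferase reports HSF-1 transcriptional activity via heat shock element; 0% = median of DMSO wells and -100% = zero luminescence signal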
HSP90 refold inh: HSP90 inhibitors, primary screen, cell lysate, luminescence | 290,000 compounds, 0.91% hits | Rabbit reticulocyte lysate, luciferase refolding luminescence, 3 h | inhibition, % at 5.6 µM | Heat shock protein HSP 90 (rabbit reticulocyte lysate; luciferase refolding);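 active = inhibition above the screen-wide mean plus 3 SD, computed separately per campaign, cut at about 16% in these data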;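 note: 0% = DMSO wells and 100% = 60 µM geldanamycin wells; inhibitors lower the luminescence because luciferase stays unfolded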
HSF1 activator: HSF-1 activators, primary screen, NIH3T3-HGL cells, MG132 stress, luminescence, single point | 300,000 compounds, 1.7% hits | NIH3T3-HGL HSF-1 luciferase reporter, 8 h; 100% = twice DMSO control signal | activation, % at 9 µM;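 active = mean replicate activation of at least 50% with a set share of replicates each reaching 50%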;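 note: 0% = median of the neutral control wells and 100% = twice that signal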
IEC-6 cytotox: cytotoxicity in IEC-6 intestinal epithelial cells, primary screen, cytotoxicity control for KLF5 inhibitor project, cell-based, luminescence; IEC-6 cytotoxicity, luminescence viability; inhibition, % at 5 µM; 290,000 compounds, 0.78% hits; AID 1825, 2009; in the data active = inhibition above about 22%;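 note: 0% = plate median of test compound wells and 100% = cytotoxic reference compound wells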
KLF5 inh: KLF5 expression inhibitors, primary screen, DLD-1 cells, luminescence. inhibition, % at 5 µM. DLD-1 KLF5 promoter-luciferase reporter. 290,000 compounds, 0.23% hits. AID 1700, 2009;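 active = inhibition above a per-plate limit of that plate's mean compound inhibition plus 3 SD, cut at about 60% in these data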;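 note: 0% = DMSO wells and 100% = LY294002 at 200 µM; higher means less KLF5 promoter-driven luciferase light; inactives centre near -14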
GSK3B inh: human GSK3beta kinase inhibitors, primary screen, biochemical, cell-free homogeneous, HTS. Glycogen synthase kinase-3 beta (Homo sapiens), P49841. GST-GSK3beta kinase, ADP-Glo luminescence, 60 min; stronger effect = lower value. activity score (negative = inhibition), % at 10 µM. 300,000 compounds, 0.038% hits;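 active = more than half of replicate wells score below -50%, meaning over 50% inhibition versus plate controls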;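 note: 0% = median DMSO wells and -100% = median GW8510 positive control wells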
Target sequence (P49841 whole entry, looked up): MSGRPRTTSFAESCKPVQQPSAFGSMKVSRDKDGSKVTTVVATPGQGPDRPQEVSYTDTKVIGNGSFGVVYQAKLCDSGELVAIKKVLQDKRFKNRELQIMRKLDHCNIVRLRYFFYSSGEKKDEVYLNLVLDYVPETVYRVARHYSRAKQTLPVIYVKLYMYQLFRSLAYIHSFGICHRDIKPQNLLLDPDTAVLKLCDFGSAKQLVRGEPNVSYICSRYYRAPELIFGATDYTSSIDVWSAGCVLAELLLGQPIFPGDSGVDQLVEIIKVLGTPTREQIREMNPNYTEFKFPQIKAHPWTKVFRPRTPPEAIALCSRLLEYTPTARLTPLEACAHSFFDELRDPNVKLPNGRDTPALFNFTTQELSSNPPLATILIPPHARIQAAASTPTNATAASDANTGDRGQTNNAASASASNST
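Test system: GST-tagged human GSK3beta kinase, cell-free; evaluation: activity score scaled between in-plate DMSO and GW8510 controls; measured by: ADP-Glo luminescence; incubation: 60 min reaction, RT; benchmarks: DMSO and 20 µM GW8510; reagent: peptide substrate plus 25 µM ATP (final); medium: Tris/MgCl2 kinase buffer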
GSK3A inh: blockers of GSK3A enzyme activity – biochemical, luminescence, cell-free homogeneous, HTS, primary screen | Glycogen synthase kinase-3 alpha (Homo sapiens), P49840 | GSK-3 alpha kinase, ADP-Glo luminescence, 60 min | inhibition, % at 10 µM | 320,000 compounds, 0.1% hits;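 in the data active = inhibition above about 50%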;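 note: GST-tagged GSK-3 alpha with peptide substrate and 25 µM ATP; 0% = DMSO neutral wells and 100% = GW8510 positive control wells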
Target sequence (P49840 whole entry, looked up): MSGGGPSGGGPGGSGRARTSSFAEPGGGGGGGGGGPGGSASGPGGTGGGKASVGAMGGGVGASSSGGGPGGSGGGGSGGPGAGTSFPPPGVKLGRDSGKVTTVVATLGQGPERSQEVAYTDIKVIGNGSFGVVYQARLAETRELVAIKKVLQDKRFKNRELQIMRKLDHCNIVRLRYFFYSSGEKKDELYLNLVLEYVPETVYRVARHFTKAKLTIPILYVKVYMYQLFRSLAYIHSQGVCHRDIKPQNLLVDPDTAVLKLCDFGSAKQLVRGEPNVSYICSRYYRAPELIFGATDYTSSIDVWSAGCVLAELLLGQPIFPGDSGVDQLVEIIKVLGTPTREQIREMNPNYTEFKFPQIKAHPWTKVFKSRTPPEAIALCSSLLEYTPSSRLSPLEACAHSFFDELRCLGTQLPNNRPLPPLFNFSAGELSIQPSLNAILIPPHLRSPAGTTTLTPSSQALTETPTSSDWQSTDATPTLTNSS
AI-2 QS mod: Vibrio harveyi AI-2 quorum sensing modulators, primary screen, JMH597 strain, luminescence/OD600 ratio | Vibrio harveyi JMH597 AI-2 luminescence/OD600 ratio, 9 h; stronger effect = lower value; strain lacks LuxN and CqsS sensors; 0 = neutral-control median | activity change, % at 7.5 µM | 300,000 compounds, 0.4% hits; in the data active = activity change below about -75%, passing the limit was not always enough;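 note: luminescence divided by OD600 gain over 9 h not by final OD600 alone; inactives centre near 13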
PolyA inhibitor: polyadenylation inhibitors in yeast reporter cells, primary screen, luminescence, S. cerevisiae. S. cerevisiae SKY197-pL101 polyadenylation reporter, beta-gal luminescence; efflux-impaired pdr1/pdr3 knockout yeast; score 100 = 6 SD above DMSO. calls only at 12 µM. 300,000 compounds, 0.02% hits;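 active = lowest replicate activity score at least 50, where 100 means six control SD above control mean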;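 note: yeast exposed to compound for 9 h at 30 °C; higher score means more reporter readthrough which indicates perturbed polyadenylation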
aSyn 5UTR inh: MLPCN primary screen, SNCA 5' untranslated region; alpha-synuclein 5'UTR reporter, inhibitor activity; inhibition, % (tested at 7.5 µM); 300,000 compounds, 0.82% hits; AID 1813, 2009; in the data active = inhibition above about 60%;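 note: H4 neuroglioblastoma cells stably carrying SNCA 5'UTR luciferase fusion; 0% = DMSO wells and 100% = positive control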
The depositor's hits bear a star; i = inactive; nt = not tested or not shown. A portion of the library; the hit share may differ from the screen's.

SMILES | KLF5 inh | GSK3A inh | GSK3B inh | IEC-6 cytotox | HSF1 inh | HSF1 activator | AI-2 QS mod | aSyn 5UTR inh | HSP90 refold inh | PolyA inhibitor
Cc1cc(S(=O)(=O)N2CCOCC2)ccc1OCC(=O)N1CCC(C(N)=O)CC1 | -13 | -2 | 0 | -5 | -5 | -13 | 0 | 7 | -5 | i
COc1ccc(-n2cc(-c3ccccc3)c3c(NCCOCCO)ncnc32)cc1 | -37 | -2 | 1 | 1 | -5 | 6 | -5 | 8 | -5 | i
COc1ccc(NC(=O)C(F)(OC)C(F)(F)F)c(OC)c1 (centres undefined) | 4 | -7 | 0 | 3 | 1 | -2 | 15 | 1 | 12 | i
COc1cc(C2SCC(=O)N2CCN2CCCCC2)ccc1O (centres undefined) | 2 | 1 | 4 | 8 | -7 | -6 | 20 | -15 | 2 | i
COC(=O)c1sccc1-c1ccc(C(=O)Nc2cccnc2)o1 | -52 | 1 | -4 | 8 | 16 | 32 | -2 | -76 | 3 | i
CC(C)Cc1cc(C(=O)NCc2cccnc2)no1 | -36 | 0 | 4 | 1 | 0 | 4 | 17 | -8 | 0 | i
CC1=C(c2ccccc2)C(=S)NC(C)(C)C1 | -20 | -5 | -3 | -8 | 4 | 5 | 22 | 21 | -5 | i
CS(=O)(=O)N(CC(=O)NCC1CCCO1)c1ccc(Cl)c(Cl)c1 (centres undefined) | 6 | -4 | -2 | -1 | -6 | -3 | 9 | -2 | 8 | i
N/C(=N\OC(=O)c1ccc2c(c1)OCO2)c1ccc([N+](=O)[O-])cc1 | -9 | nt | -1 | -2 | 11 | 22 | 28 | -128 | -3 | i
CCN(CC)CCNC(=O)c1cc2c(=O)n(C)c3ccccc3c2n1C | -15 | nt | 1 | 0 | 2 | -1 | 18 | -24 | -2 | i
CC(=O)Nc1ccc(S(=O)(=O)n2cnc(C)c2)cc1 | -14 | 0 | -1 | -2 | -8 | -6 | 11 | 6 | 2 | i
CCS(=O)(=O)N1CCC(C(=O)Nc2cc([N+](=O)[O-])ccc2C)CC1 | -23 | -2 | 1 | 3 | -2 | -25 | 0 | 3 | 2 | i
Oc1ccc(C[C@H]2CNCCN2CCC23CC4CC(CC(C4)C2)C3)cc1 | nt | -2 | -1 | nt | 2 | 0 | 1 | -22 | nt | i
CCN(C(=O)c1cn(C)c(=O)c2cc(OC)c(OC)cc12)c1ccccc1C | -22 | 1 | nt | 0 | nt | nt | nt | nt | 4 | nt
COc1ccc(OC)c(N(CC(=O)N2CCC(C)CC2)S(=O)(=O)c2ccccc2)c1 | -28 | nt | -1 | 4 | 19 | 60* | 11 | 23 | 2 | i
O=C(NS(=O)(=O)Oc1cccc(Cl)c1Cl)OC[C@@H]1CCCN2CCCCC12 (some centres undefined) | 11 | 2 | -2 | -5 | -1 | 3 | 20 | -14 | 0 | i
Cc1ccc(CNC(=O)CCNS(=O)(=O)c2cccc3nsnc23)cc1 | -11 | 2 | -1 | 0 | -7 | 3 | -29 | 8 | -4 | i
Cn1c(=O)c2c(nc(-c3ccccc3)n2C)n(Cc2ccccc2)c1=O | -31 | -7 | 0 | -11 | -2 | 1 | 23 | -3 | -2 | i
O=C(Nc1cccc(C(=O)O)c1)Nc1ccccc1Cl | 58 | 1 | 0 | 1 | -38 | -38 | -14 | 15 | 77* | i
COCCNC(=O)c1cccc(OC2CCN(Cc3ccccc3C)CC2)c1 | -24 | 4 | -6 | 5 | -6 | -10 | 5 | -3 | 5 | i
COc1ccc2c(c1)C(C)CC(C)(C)N2C(=O)CSc1ncn[nH]1 (centres undefined) | -1 | 2 | 4 | -1 | -9 | -11 | 10 | 10 | -1 | i
NNC(=O)c1cc(O)c(O)c(O)c1 | 12 | 3 | -4 | -4 | 0 | 10 | 5 | -4 | 4 | i
CCOC(=O)N1CCN(c2nc3ccc(C(=O)c4ccccc4)cc3n3cnnc23)CC1 | -8 | -1 | -3 | 0 | -11 | -4 | 22 | -17 | -5 | i
CCN1CCN(CCNC(=O)CSCc2nc(-c3ccc(OC)c(OC)c3)oc2C)CC1 | -2 | -1 | 2 | 1 | 0 | 15 | 5 | 5 | 6 | i
Cn1c(=O)cc(SCC(=O)NCCC2=CCCCC2)c2ccccc21 | -8 | -6 | -4 | -5 | -5 | 13 | 7 | 3 | -3 | i
Cc1cc(C)n(-c2nc(O)cc(=O)[nH]2)n1 | -27 | 0 | -3 | 3 | -6 | -6 | 23 | 9 | -1 | i
COc1ccc(OC)c(C2=NOC(C(=O)Nc3cc(C)on3)C2)c1 (centres undefined) | 24 | 1 | -3 | 3 | -17 | -17 | 26 | 11 | 2 | i
CCn1nccc1C(=O)Nc1ccc(Cl)cn1 | -31 | -3 | 0 | 1 | 9 | 16 | 10 | -96 | -4 | i
CC1(C)CC(=O)C(N=Nc2ccc(S(=O)(=O)N3CCCCCC3)cc2)=C(O)C1 | -10 | 2 | 3 | -5 | 5 | 13 | 11 | 5 | 2 | i
NS(=O)(=O)c1ccc(CCNCc2ccccc2OCc2ccc(F)cc2)cc1 | -21 | -1 | 0 | -4 | 10 | 5 | 3 | -6 | -7 | nt
Cc1ccccc1S(=O)Cc1ccc(C(=O)NC2CCN(Cc3ccccc3)CC2)o1 (centres undefined) | -20 | 0 | 2 | 1 | -1 | -4 | 9 | 18 | -5 | i
CCCNC(=O)OC[C@H]1O[C@H](CCO/N=C/[C@@H](NS(=O)(=O)c2ccc(C)cc2)[C@H](C)/C=C/CC(=O)OC)C=C[C@@H]1Oc1ccc(OC)cc1 | -14 | nt | 2 | 0 | 6 | 17 | 1 | 23 | 2 | i
COc1ccccc1C(=O)NCC1CCN(c2ccc(S(=O)(=O)N3CCOCC3)cc2)CC1 | -10 | 4 | 2 | -2 | -8 | 0 | 23 | 23 | 0 | i
CNC(=O)NC(=O)CSc1nc2ccccc2n1CCOC | 10 | -2 | 2 | -2 | 6 | 1 | 35 | 2 | 3 | i
CC(C)CNC(=O)c1c2c(nc3ccccc13)-c1ccccc1CC2 | -7 | -1 | 2 | 2 | -3 | -6 | 28 | -7 | -1 | i
COc1ccc2nc(N=NC3=C(O)CC(C)(C)CC3=O)sc2c1 | -24 | 0 | -2 | -6 | 5 | 17 | -1 | -40 | 1 | i
CCCC(=O)Nc1cc(C)c(NC(=O)Cc2ccccc2)cn1 | 1 | 6 | 0 | 1 | -7 | -7 | 7 | 0 | -2 | i
O=S(=O)(c1cccc(-c2nnc(-c3ccc(Br)cc3)o2)c1)N1CCCCCC1 | 11 | 0 | 2 | 2 | -6 | 30 | 11 | -8 | 1 | i
CCCOC(=O)C1=C(C)N(C)C(=O)NC1c1cc2c(cc1[N+](=O)[O-])OCO2 (centres undefined) | -19 | 0 | 1 | -2 | 3 | -4 | 20 | -18 | 1 | i
CS(=O)(=O)Nc1ccc(C2=NN(S(C)(=O)=O)C(c3ccccc3)C2)cc1 (centres undefined) | -21 | 8 | 0 | 3 | -3 | 12 | 22 | -34 | -1 | i
CC(=O)NCC1(O)CCCC(C)C1 (centres undefined) | -11 | -3 | 0 | -2 | -5 | 8 | 8 | 13 | -1 | i
Cc1ncc2c(c1OC(=O)c1ccc([N+](=O)[O-])cc1)COC(C)(C)OC2 | -5 | -5 | 2 | -5 | -4 | 3 | 28 | 8 | -1 | i
CCOC(=O)N1CCN(C(=O)CNC(=O)c2nn(-c3ccc(OC)c(OC)c3)c(=O)c3ccccc23)CC1 | -43 | -5 | 2 | -1 | 2 | 6 | 7 | -18 | -1 | i
COC(=O)c1ccc(Cl)c(NC(=O)c2cccc([N+](=O)[O-])c2C)c1 | -7 | 0 | 0 | 2 | -1 | 16 | 29 | 16 | 3 | i
CC(=O)Nc1ccc(SCCC2CCCCN2C)cc1 (centres undefined) | -17 | 0 | 0 | -5 | -6 | 3 | 16 | 10 | -3 | i
CCSCCOC(=O)C1=C(C)NC2=C(C(=O)CCC2)C1c1coc2ccccc2c1=O (centres undefined) | -21 | -1 | 4 | 4 | 11 | 20 | 6 | 36 | 2 | i
Cn1cccc1C(=O)NCC1CCCCC1 | -21 | -4 | -11 | -4 | -6 | 7 | 21 | -20 | -1 | i
COc1ccc(NC(=O)CSc2ccccc2)cc1S(=O)(=O)N1CCCCC1 | -9 | -1 | -1 | 8 | 1 | -2 | 24 | 3 | 2 | i
COc1cc(O)c(C(CCN2CCCC(C)C2)c2ccc3c(c2)OCO3)c(OC)c1 (centres undefined) | nt | nt | -2 | nt | 7 | -16 | 1 | 4 | nt | i
CN(C)CCCNc1ncnc2c1c(-c1ccccc1)cn2-c1ccccc1 | -23 | 3 | 1 | 0 | -2 | -4 | -7 | -35 | 5 | i
CCOC(=O)C1CCCN(C(=O)c2cc3c(C)nc4ccccc4c3o2)C1 (centres undefined) | -29 | 0 | -1 | -3 | 18 | 10 | 32 | 3 | 7 | i
O=c1c2ccccc2nc2ccc(NCc3cccs3)nn12 | -83 | -4 | -2 | -2 | 16 | 40 | 15 | -164 | 0 | i
NC(=O)c1c(-c2ccc(Cl)cc2Cl)csc1NC(=O)Cc1ccccc1 | -15 | -3 | -2 | 4 | 4 | 8 | 5 | 6 | -2 | i
CCOc1ccc2nc(Cl)c(CN(C(=O)c3cnccn3)C3CCCC3)cc2c1 | -21 | 0 | 1 | -2 | nt | nt | 11 | 17 | -3 | i
CC(=O)OCC(=O)[C@@]1(O)CC[C@H]2[C@@H]3CCC4=CC(=O)C=C[C@]4(C)[C@H]3C(=O)C[C@@]21C | -30 | 0 | 1 | 5 | -2 | -21 | 6 | -13 | -2 | i
Cc1cnc(C(=O)Nc2ccc(S(=O)(=O)N(C(C)C)C(C)C)cc2)cn1 | 4 | -1 | 1 | -1 | -2 | 0 | 3 | 2 | 6 | i
Cc1ccc2c(c1)C(=O)CC(c1ccc3c(c1)OCCO3)O2 (centres undefined) | -36 | -2 | 2 | 10 | 17 | 41 | -1 | -96 | 0 | i
Cc1ccc2cc(CNC(C)C)c(=O)[nH]c2c1 | -22 | 0 | -4 | 2 | -4 | -18 | 10 | -3 | 2 | i
Cc1ccsc1/C=C1\SC(N2CC(C)OC(C)C2)=NC1=O (centres undefined) | 12 | -1 | -1 | 1 | 11 | 16 | 16 | 25 | -2 | i
